Compound activity (PubChem BioAssay)
KCNH2 WT inh – qHTS for Inhibitors of KCHN2 3.1: Wildtype qHTS | Voltage-gated inwardly rectifying potassium channel KCNH2 (Homo sapiens), Q12809 | U2OS, BacMam KCNH2, thallium flux FluxOr; hits give low values | actives 0.37% (n = 340,000) | AID 720551, 2013 | activity change, % at 1.84 µM;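 active means maximum activity change below -70%; inconclusive means maximum activity change between -70% and -50%; inactive means maximum activity change above -50%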
Target sequence (Q12809 whole entry, looked up): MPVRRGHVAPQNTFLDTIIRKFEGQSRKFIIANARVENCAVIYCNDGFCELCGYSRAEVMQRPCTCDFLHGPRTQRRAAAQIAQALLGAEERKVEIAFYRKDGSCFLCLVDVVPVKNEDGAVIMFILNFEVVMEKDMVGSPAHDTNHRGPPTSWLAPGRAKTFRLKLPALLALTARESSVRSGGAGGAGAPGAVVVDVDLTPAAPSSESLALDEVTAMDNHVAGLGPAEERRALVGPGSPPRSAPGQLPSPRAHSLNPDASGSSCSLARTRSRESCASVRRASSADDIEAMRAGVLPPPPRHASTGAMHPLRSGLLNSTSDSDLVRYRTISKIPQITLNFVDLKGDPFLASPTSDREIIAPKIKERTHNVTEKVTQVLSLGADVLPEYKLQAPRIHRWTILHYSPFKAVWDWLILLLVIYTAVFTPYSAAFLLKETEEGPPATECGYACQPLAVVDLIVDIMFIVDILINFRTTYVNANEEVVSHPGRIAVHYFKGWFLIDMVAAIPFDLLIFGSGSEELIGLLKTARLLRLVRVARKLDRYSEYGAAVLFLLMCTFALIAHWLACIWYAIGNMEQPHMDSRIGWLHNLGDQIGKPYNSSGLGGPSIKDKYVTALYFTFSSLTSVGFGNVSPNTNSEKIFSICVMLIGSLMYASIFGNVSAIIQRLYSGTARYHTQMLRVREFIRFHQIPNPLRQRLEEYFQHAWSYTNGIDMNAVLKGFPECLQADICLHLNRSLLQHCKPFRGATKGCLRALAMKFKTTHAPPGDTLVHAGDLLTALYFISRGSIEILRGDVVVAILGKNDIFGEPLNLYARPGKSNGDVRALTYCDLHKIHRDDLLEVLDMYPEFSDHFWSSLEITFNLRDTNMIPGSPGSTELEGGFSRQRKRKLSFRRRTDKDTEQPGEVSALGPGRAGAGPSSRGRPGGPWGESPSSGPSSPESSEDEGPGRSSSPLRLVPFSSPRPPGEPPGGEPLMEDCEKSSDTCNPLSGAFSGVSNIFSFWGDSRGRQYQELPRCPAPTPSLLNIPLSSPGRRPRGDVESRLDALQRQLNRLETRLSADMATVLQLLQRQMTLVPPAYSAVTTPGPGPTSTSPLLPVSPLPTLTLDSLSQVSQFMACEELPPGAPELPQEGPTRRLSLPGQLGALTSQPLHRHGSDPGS
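U2OS cells were transduced with wild-type KCNH2 virus (2.03 x 10^8 / mL) for 4 h at room temperature, then cultured overnight at 37 C. Thallium flux was read with FluxOr dye. Rate constants were normalized to DMSO controls.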
Coupling enz – qHTS Assay for Inhibitors of Fructose-1,6-bisphosphate Aldolase from Giardia Lamblia: Coupling assay counterscreen; coupling enzyme system counterscreen, AmpLite Red fluorescence; activity change, negative = inhibition, % at 58.2 µM, hits read low; actives 0.67% (n = 290,000); AID 2472, 2010; in the data active means activity change below about -30%
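Final compound at 57.5 uM, incubated 10 min at RT with coupling enzyme reagent (glyceraldehyde-3-phosphate), then 20 min with substrate and AmpLite Red detection. Fluorescence read at 525/598 nm; tests interference with the coupling assay, not aldolase inhibition.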
PKM2 act – qHTS Assay for Activators of Human Muscle isoform 2 Pyruvate Kinase; Pyruvate kinase PKM (Homo sapiens), P14618; purified PKM2, Kinase-Glo ATP luminescence, activation; response scale: 0% is enzyme alone, no compound; Potency, µM (titrated, usually from 57.5 µM), for the others: at the highest dose activation, usual class: activators; actives 0.34% (n = 260,000); further: potency means the concentration at half of the fitted maximal effect; nearly all actives have a fitted effect of over 55% in size
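ATP formation by purified human PK-M2, quantified via coupled luciferase luminescence after 1 h at room temperature with 0.1 mM ADP and 0.5 mM PEP final.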
USP2a block – qHTS Assay for Inhibitors of Ubiquitin-specific Protease USP2a Using CHOP2 as the Reporter; Ubiquitin carboxyl-terminal hydrolase 2 (Homo sapiens), O75604; USP2 core, Ub-CHOP2 coupled fluorogenic reporter, 485/531; Potency, µM (titrated, usually from 38.3 µM), for inactives: at the top dose activity change, negative = inhibition, actives largely listed as inhibitors; actives 0.01% (n = 330,000);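 further: potency means the concentration at half of the fitted maximal effect; plate controls were DMSO wells for no effect and full inhibition by NEM control for full effect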
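Deubiquitinase activity read as fluorescence (485/531 nm) after Ub-CHOP2 cleavage activates the enterokinase reporter on its substrate; USP2 core 10nM, Ub-CHOP2 and substrate 25nM each, 30min compound preincubation then 60min RT; data normalized to NEM, curves fitted.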
GALK inh – qHTS Assay for Inhibitors of Human Galactokinase (GALK); P51570; Purified GALK, Kinase-Glo residual ATP luminescence; Potency, µM (doses to about 57.5 µM), for the others: top-dose activity change, negative = inhibition, usual class: inhibitors; actives 0.007% (n = 270,000); AID 1868, 2009; further: potency means the concentration at half of the fitted maximal effect
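ATP-depletion format; final 35 uM ATP, 100 uM D-galactose, 5 nM enzyme; pH 8.0 HEPES/Mg2+ buffer; 60 min RT; luminescence read 10 min after detection reagent.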
B2AR arrestin – qHTS assay of beta-arrestin-biased ligands of beta2-adrenergic receptor. beta-arrestin recruitment to beta2AR, cell-based reporter. Potency, µM (doses to about 46.1 µM), without a hit: at the highest dose activation, usual class: activators. actives 0.02% (n = 330,000). AID 492947, 2010;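 further: potency means the concentration at half of the fitted maximal effect; 0% = DMSO controls and full agonism = EC100 isoproterenol or metaproterenol; nearly all actives have a fitted effect of over 65% in size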
Chronic BCR inh – qHTS Assay to Find Inhibitors of Chronic Active B-Cell Receptor Signaling; Potency, µM (doses to about 46.1 µM), without a hit: at the highest dose ratio change, negative = lower green/red ratio, most hits filed as inhibitors; actives 0.05% (n = 340,000); ABC-DLBCL IkBa-CBG/CBR reporter, luminescence ratio, 4 h; AID 493014, 2011; active means well fitted inhibition curve with a large enough effect in the signal ratio, with a control signal flat, not every such curve was filed as active; inconclusive means small, poorly fitted or top-dose-only effect, or effect the other way, or a change in a side signal; the % refers to the signal ratio;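 further: potency means the concentration at half of the fitted maximal effect; plate controls were basal doxycycline-induced cells for no effect and cells given 10 µM MG132 for full effect; MG132 reads +100%, hits lower the ratio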
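Compounds up to 46 uM were incubated four hours with TMD8 cells whose green CBG68 luciferase is fused to IkappaBalpha; red CBR luminescence normalised the signal, and concentration-effect curves were fitted to fusion, red and ratio data.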
KCNH2 3.1 block – qHTS for Inhibitors of KCHN2 3.1: Mutant qHTS. Potassium voltage-gated channel subfamily H member 2, brain isoform KCNH2 3.1 (human). U2OS KCNH2 3.1, thallium flux FluxOr; hits give low values. activity change, % (tested at about 1.8 µM). actives 0.95% (n = 340,000). AID 720553, 2013;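 active means maximum activity change below -70%; inconclusive means maximum activity change from -70% to -50%; inactive means maximum activity change above -50%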;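 further: thallium influx rate constant from kinetic fluorescence after stimulation buffer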
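We transduce U2OS cells with the mutant 3.1 virus, culture them overnight, load FluxOr with Red40 quencher for 45 min, then add stimulation buffer and read kinetically for 2 min to derive a normalized rate constant.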
Eya2 phos inh – qHTS Assay for Inhibitors of the Phosphatase Activity of Eya2; Potency, µM (top dose mostly 76.9 µM), without a hit: at the highest dose activity, negative = inhibition, hits mostly inhibitors; recombinant Eya2, OMFP fluorescence dephosphorylation (OMFP is methylfluorescein phosphate); Protein phosphatase EYA2 (Homo sapiens), O00167; actives 0.006% (n = 330,000); further: potency means the concentration at half of the fitted maximal effect
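Eya2 protein (added as 0.2 uM solution) was preincubated with compound for 10 min at ambient temperature in 50 mM HEPES pH 7.5, 50 mM NaCl, 5 uM MgCl2, 0.05% BSA, 1 mM DTT. OMFP (added at 50 uM) then reacted 10 min; fluorescence read at 485/525 nm.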
uPA surface inh – qHTS for Inhibitors of Cell Surface uPA Generation | cell surface uPA generation assay, qHTS | Potency, µM (highest dose often 38.3 µM), inactives show at the top dose activity change, negative = inhibition, actives largely listed as inhibitors | actives 0.31% (n = 330,000); active means well fitted inhibition curve with a large enough effect; inconclusive means small, poorly fitted or top-dose-only effect; inactive means no such curve, though single readings can be large or run the other way; tested in mouse RAW 264.7 cells; further: potency means the concentration at half of the fitted maximal effect; nearly all actives have a fitted effect of over 55% in size
Giardia killer – Small Molecules that selectively kill Giardia lamblia: qHTS | Giardia lamblia trophozoite viability | activity change, % at 7.66 µM, hits read low | actives 0.15% (n = 340,000) | AID 540267, 2011; in the data active means activity change below about -80%; inconclusive means between about -30% and that limit;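 further: parasites exposed to compound for two days anaerobically before the ATP read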
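Luminescence from cellular ATP indicates surviving trophozoites (100 cells/well) following 48 hrs anaerobic compound treatment at 37 deg C; signal develops 15-30 min at room temperature.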
* hit, by the source's call; ? = inconclusive; nt = no result given; [ ] = dose if it differs, or a comment. Unless noted, the call rests on the fitted dose curve; in most records, active means well fitted curve in the direction sought with a large enough effect; inconclusive means small, poorly fitted or top-dose-only effect, or another doubt; inactive means no such curve, though single readings can be large; an effect the other way counts as inactive or inconclusive. Unless noted, on the % scale 0 is the no-effect control and ±100 the full control effect.

SMILES	KCNH2 WT inh	Coupling enz	PKM2 act	USP2a block	GALK inh	B2AR arrestin	Chronic BCR inh	KCNH2 3.1 block	Eya2 phos inh	uPA surface inh	Giardia killer
CCCc1cc(C(=O)OC)c(NC(=O)c2cc(C)on2)s1	-5	3	-12%	2%	-2%	-0.3%	9%	-4	2%	3%	-5
Cc1nc2nc(SCC(=O)NCCCN3CCCCCC3)nn2c(C)c1Cc1ccccc1	-4	0	nt	-1%	7%	-0.2%	1%	2	-11%	-16%	-12
COc1ccc2cc(C(=O)O)n(CC(=O)c3ccccc3)c2c1	-8	7	nt	1%	nt	0.2%	6%	-13	-19%	5%	13
CCOC(=O)c1nn(-c2ccc(Cl)cc2C)ccc1=O	-7	-1	-3%[11.5 µM]	1%	-3%	-0.4%	0%	-4	-11%	11%	0
O=c1c(N2CCOCC2)c(N2CCOCC2)c1=O	8	-2	-13%	4%	nt	-0.4%	3%	-23	-11%	8%	2
O=C(NNc1cccc(Cl)n1)c1cccnc1Cl	nt	8	-12%	3%	-2%	-0.9%	?	-3	-6%	-10%	11
COCCn1c(-c2ccc(Br)cc2)csc1=Nc1cccnc1	-8	3	8%	-2%	-6%	-0.1%	9%	-79*	-6%	-6%	-18
COc1ccc(CNC(=O)C2CCN(c3nn4c(=O)cc(C)nc4s3)CC2)cc1	5	0	nt	-1%	-1%	0.5%	1%	-21	-11%	12%	26
CC1=C(OC(=O)c2ccc(Br)cc2)C(C)(C)C(c2ccccc2)OC1=O (configuration not stated)	-6	2	-16%	0%	-1%	3.5%	5%	2	2%	-5%	14
O=S(=O)(NCC1CCCO1)c1cccc(S(=O)(=O)N2CCCC2)c1 (configuration not stated)	1	5	0%	4%	-1%	0.3%	3%	-3	9%	3%	4
Cc1ccc(C(=O)C(SC(C)(C)C)n2cncn2)cc1 (configuration not stated)	0	-1	nt	2%	0%	-0.7%	2%	1	8%	-17%	0
COc1ccc(-n2cc(-c3ccc(OC)c(OC)c3)[nH]c2=S)cc1	-10	0	0%	-3%	-1%	-0.2%	-22%	1	8%	12%	-8
COCCNC(=O)c1cc2nc3c(c(C(F)(F)F)n2n1)CCc1ccccc1-3	-4	3	10%	-2%	-2%	0.0%	2%	7	-10%	-1%	3
COc1ccc(S(=O)(=O)N2CCN(C3CCCC(C)C3)CC2)cc1 (configuration not stated)	-4	0	9%	-1%	7%	-0.1%	9%	?	-7%	-2%	14
C[C@H](NC(=O)c1nc[nH]c1C(=O)NCCCCCNC(=O)OC(C)(C)C)C(=O)OCc1ccccc1	6	4	1%	-1%	-2%	0.0%	?	11	-15%	7%	14
N#Cc1nc(-c2ccco2)oc1N1CCOCC1	-3	-1	2%	0%	-2%	-0.4%	-1%	2	-18%	nt	-16
Cc1ccccc1C(=O)NNc1ccc([N+](=O)[O-])cc1	-3	0	-3%	nt	0%	nt	nt	-3	nt	nt	-11
CCc1nnc(NC(=O)CSc2nnc(-c3ccncc3)n2C)s1	-9	0	4%	0%	-2%	0.0%	?	-7	-10%	1%	10
CN=C(Nc1ccc(Br)cc1)SC1CC(=O)N(c2ccc(OC)cc2)C1=O (configuration not stated)	-10	1	-2%	-8%	0%	0.1%	3%	-1	0%	7%	24
CN(C(=O)c1ccc(OC2CCN(CCc3ccccc3)CC2)cc1)C1CCOCC1	14	2	0%	-2%	-2%	0.4%	-15%	9	-6%	-2%	3
CN(C(=O)COC(=O)/C=C/c1ccc2ccccc2n1)C1CCS(=O)(=O)C1 (configuration not stated)	1	5	-7%	1%	-1%	-0.1%	?	12	-1%	-14%	4
CCC(=O)Nc1ccccc1C(=O)OCc1ccc(C(=O)c2ccccc2)cc1	-19	2	-2%	2%	0%	0.6%	?	0	5%	nt	-18
CC(C)CNc1ncnc2c1cnn2Cc1ccc(Cl)cc1	5	-3	29%	-7%	-2%	0.4%	?	-10	4%	-1%	7
COC(=O)C(C)N(C#N)c1nc(C)cc(C)n1 (configuration not stated)	-24	6	1%	1%	nt	0.3%	-11%	-5	-1%	-6%	4
CC(C)COC(=O)n1ccc(C(=O)N2CCCCC2)n1	-8	-1	5%	4%	2%	-0.9%	3%	17	-17%	16%	-9
CC(=O)c1ccc2c3c(ccc(O)c13)CC2	-2	0	-4%	1%	6%	0.2%	?	-10	0%	8%	-8
CCCNC(=O)c1cccc(NC(=O)C(C)C)c1	nt	0	4%	10%	1%	0.2%	-1%	7	-3%	2%	-8
O=C(OCC(=O)N1CCCCCC1)c1cccc(Cl)c1	12	nt	nt	0%	nt	-0.2%	1%	0	-3%	-7%	-2
CCC(CC)COC(=O)C1=C(C)NC(=O)NC1c1ccccc1Br (configuration not stated)	9	0	0%	4%	-4%	0.3%	3%	-4	2%	12%	8
CC(=O)Nc1ccc(OCCOc2ccc(/C=C3\C(=N)N4N=C(C)SC4=NC3=O)cc2)cc1	-13	2	nt	2%	-2%	0.3%	?	17	10%	-1%	1
COc1ccc(NC2=C(c3ccc(OC)cc3)C(=O)c3ccccc32)cc1	-2	0	1%	2%	1%	-0.7%	1%	-7	0%	-10%	3
Cc1cc(N2C(=O)C3C4c5ccccc5C(c5ccccc54)C3C2=O)no1 (configuration not stated)	4	0	-2%	-1%	10%	0.1%	7%	1	4%	3%	24
COc1cc2nc(CN3CCC(C(O)(c4ccccc4)c4ccccc4)CC3)[nH]c(=O)c2cc1OC	31	2	14%	0%	3%	0.3%	0%	1	-5%	2%	-2
COc1ccc(/C=C/C(=O)N(c2ccccn2)C2CCCCC2)cc1OC	6	0	2%	8%	-1%	0.0%	-17%	18	11%	5%	-1
COc1ccc(CCN(CC(=O)NCc2ccc(F)cc2)C(=O)c2snc(C(N)=O)c2N)cc1OC	-1	1	3%	1%	0%	-1.1%	5%	2	-9%	2%	5
O=C(O)COc1ccc2c(-c3ccccc3)cc(=O)oc2c1	3	10	-1%	1%	-4%	-0.7%	8%	18	8%	2%	-15
CCCC1Nc2ccc(C(=O)O)cc2C2C=CCC12 (configuration not stated)	2	-3	-19%	6%	2%	-1.0%	?	16	2%	1%	-1
COc1cccc(-c2nc(CS(=O)(=O)CC(=O)N3CCc4ccccc43)c(C)o2)c1	5	0	-8%	1%	0%	0.0%	-4%	-9	26%	10%	10
CC(=O)c1cc2c(cc1NC(=O)c1ccccc1C)OCO2	nt	3	-3%	2%	1%	-0.1%	0%	nt	-8%	nt	nt
